# High-throughput results from PubChem.
# AddAB inh: less growth of phage-infected E. coli with AddAB; 330,000 tested, 0.29% active; E. coli expressing H. pylori AddAB, absorbance growth; inhibition, % at 11.9 µM; AID 435030; in the data active = inhibition above about 12%;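 also: 0% = vehicle wells of infected cells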
# Rtt109 HAT inh: inhibitors of Candida albicans Rtt109/Vps75 histone acetyltransferase; Q5AAJ8; purified Rtt109/Vps75, ThioGlo CoA-SH fluorescence, 4 h; inhibition, % at 34.9 µM; 330,000 tested, 0.16% active;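 active = inhibition of at least 50% in every replicate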
# Target sequence (Q5AAJ8 whole entry, looked up): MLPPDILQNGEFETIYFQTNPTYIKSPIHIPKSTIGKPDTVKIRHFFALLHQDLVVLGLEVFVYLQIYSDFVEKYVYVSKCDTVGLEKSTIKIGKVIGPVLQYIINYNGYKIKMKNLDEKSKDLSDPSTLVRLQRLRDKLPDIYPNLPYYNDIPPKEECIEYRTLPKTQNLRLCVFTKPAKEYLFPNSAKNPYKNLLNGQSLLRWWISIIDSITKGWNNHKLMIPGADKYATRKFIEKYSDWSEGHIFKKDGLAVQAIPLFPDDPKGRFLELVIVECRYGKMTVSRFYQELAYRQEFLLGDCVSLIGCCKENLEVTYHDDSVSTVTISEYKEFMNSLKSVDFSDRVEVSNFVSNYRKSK
# PfHsp90 set2: growth inhibition of yeast expressing Plasmodium Hsp90; S. cerevisiae expressing PfHsp90, BacTiter-Glo ATP, 48 h; yeast lacking PDR1 and PDR3 efflux regulators; inhibition, % at 9.4 µM; 310,000 tested, 0.32% active;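 active = every replicate shows inhibition above about 80%, whatever the replicate mean, limit read from the data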;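 also: 0% = DMSO neutral controls and 100% = 20 µM radicicol positive controls; yeast relying on Plasmodium falciparum Hsp90 in place of its own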
# Ecoli viability: bacterial growth inhibition, counter-screen for AddAB inhibitors; E. coli V3065 growth, OD600 absorbance, 18 h; inhibition, % at 11.9 µM; 330,000 tested, 0.27% active; AID 449728;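 active = inhibition above the campaign's mean inhibition across all tested compounds plus 3 SD, cut at about 9.9% in these data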;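 also: uninfected addAB+ strain grown without phage in ampicillin broth; 0% = DMSO wells and 100% = ciprofloxacin 0.95 µg/ml wells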
# PvdQ inh: P. aeruginosa PvdQ acylase inhibition; purified PvdQ acylase, fluorescence plate reader; AID 488965; inhibition, % at 10 µM; 340,000 tested, 0.063% active; in the data active = inhibition above about 30%, passing the limit was not always enough;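 also: 0% = vehicle neutral wells and 100% = reference inhibitor wells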
# CAL PDZ inh: blocks peptide binding to human CAL PDZ domain | purified CAL PDZ, TMR-peptide fluorescence polarization, 1 h | inhibition, % at 20 µM | 330,000 tested, 0.02% active;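 active = highest replicate inhibition of at least 40%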;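 also: plate controls were DMSO neutral control wells for no effect and unlabeled competitor peptide control wells for full effect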
#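 Material: tagged CAL PDZ protein CerCALP, purified; buffer or medium: sodium phosphate/NaCl buffer pH 7.4 with TCEP, IgG, Thesit; also added: fluorescent TMR peptide probe; schedule: 1 h incubation at room temperature before polarization reading; technique: fluorescence polarization from S- and P-plane intensities, G-factor corrected; control set: unlabelled peptide and DMSO controls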
# Tat export inh: E. coli Tat transport inhibition; inhibition, % at 10 µM; 340,000 tested, 0.036% active; AID 488895; E. coli MC4100 TorA-mCherry Tat export, fluorescence;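 active = mean replicate inhibition at least 50% and at least half of replicates individually reaching 50%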;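 also: exported cargo escapes ClpAP degradation while cytoplasmic cargo is degraded and loses fluorescence; 0% = median of neutral control wells and 100% = median of NaSCN control wells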
# Wnt act: activates Wnt/beta-catenin signaling in a reporter cell assay | activator, plate reader | activation, % at 9.35 µM | 300,000 tested, 1.2% active | AID 743398; in the data active = activation above about 30%, passing the limit was not always enough;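 also: 0% = neutral control wells and 100% = positive control wells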
# phage Ecoli inh: E. coli growth loss with phage present | growth absorbance | 360,000 tested, 0.26% active | inhibition, % at 11.9 µM; in the data active = inhibition above about 11%
# DAGLB inh: diacylglycerol lipase beta (human) inhibition; Q8NCG7; HEK293T DAGLB membrane lysate, EnzChek fluorogenic substrate; inhibition, % at 5.17 µM; 340,000 tested, 0.059% active; in the data active = inhibition above about 34%;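 also: 0% = enzyme with vehicle and 100% = wells lacking enzyme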
# Target sequence (Q8NCG7 whole entry, looked up): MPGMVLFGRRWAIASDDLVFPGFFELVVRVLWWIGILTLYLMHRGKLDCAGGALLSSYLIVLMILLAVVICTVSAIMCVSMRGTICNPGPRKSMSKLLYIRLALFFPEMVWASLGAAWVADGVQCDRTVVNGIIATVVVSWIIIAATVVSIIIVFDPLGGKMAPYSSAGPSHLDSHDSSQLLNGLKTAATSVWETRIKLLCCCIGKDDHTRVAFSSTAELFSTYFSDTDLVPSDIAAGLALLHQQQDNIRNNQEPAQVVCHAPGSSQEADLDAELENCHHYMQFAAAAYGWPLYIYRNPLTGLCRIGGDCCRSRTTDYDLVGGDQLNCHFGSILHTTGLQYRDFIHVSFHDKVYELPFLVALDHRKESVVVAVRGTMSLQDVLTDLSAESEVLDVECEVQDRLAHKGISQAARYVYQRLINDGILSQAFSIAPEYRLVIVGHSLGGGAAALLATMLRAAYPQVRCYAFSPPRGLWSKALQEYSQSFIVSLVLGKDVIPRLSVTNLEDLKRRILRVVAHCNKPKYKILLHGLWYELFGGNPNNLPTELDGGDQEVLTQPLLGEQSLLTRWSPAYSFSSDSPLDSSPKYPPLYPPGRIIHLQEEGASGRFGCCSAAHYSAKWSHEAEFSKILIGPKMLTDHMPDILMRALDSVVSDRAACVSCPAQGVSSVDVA
# Numbers without * were called inactive; . = not tested or not shown. Compounds were not picked by outcome; about 1.9% have a hit in one of these screens.
SMILES,AddAB inh,Rtt109 HAT inh,PfHsp90 set2,Ecoli viability,PvdQ inh,CAL PDZ inh,Tat export inh,Wnt act,phage Ecoli inh,DAGLB inh
S=C1NC2=C(C(c3ccc(Br)cc3)N1)N1CCC2CC1 (stereo unspecified),-1.4,-0.5,-6.5,0.3,-14.4,-0.7,-4.6,.,1.8,-2.2
O=C(Nn1cnc2ccccc2c1=O)c1ccc(Cl)c([N+](=O)[O-])c1,-0.8,-2.4,-21.9,0.1,5.7,-0.3,-4.7,0.7,-0.2,-0.8
Cc1ccc(OCC(O)CN2CCN(Cc3ccc4c(c3)OCO4)CC2)cc1C (stereo unspecified),3.0,-1.6,19.2,-0.7,-5.1,-0.2,-4.0,.,4.6,-2.9
c1ccc(NC2=NCCN2CC2CCCC2)cc1,2.3,-5.3,4.9,-0.5,-4.4,0.4,-5.9,-1.3,0.0,-0.9
O=C(NCc1ccc(Cl)cc1)c1noc2c1CCCCC2,2.1,2.9,.,2.3,-21.8,.,2.1,.,2.9,-5.6
O=C(NCCc1ccco1)c1nn(Cc2ccccc2)c(=O)c2ccccc12,2.0,-0.8,-1.4,-2.0,-3.9,-0.4,2.2,-2.9,2.9,-2.4
Cc1ccc(Nc2nnc(-c3ccccc3N)o2)cc1C,-0.7,5.3,-0.9,-1.3,-0.5,-0.6,3.6,36.5*,3.0,-4.7
CC(C)Cc1csc(NC(=O)c2ccc(Br)cc2)c1C(=O)O,0.7,-6.5,0.7,1.5,-8.8,0.1,3.8,-0.4,3.2,1.8
COc1cc(OC)c(C2N(c3ccc(Cl)cc3)C(=O)C3CCCN32)cc1OC (stereo unspecified),4.6,9.1,-19.9,2.4,-5.2,-0.6,-2.1,-3.4,3.5,1.8
COc1ccc(S(=O)(=O)N2CCC(C(=O)NCCC(=O)NCc3ccncc3)CC2)cc1,4.1,-0.3,11.7,1.1,-18.6,-0.4,7.6,-2.2,4.8,-1.4
O=C(CSc1nccc(=O)[nH]1)Nc1ccc(F)c(Cl)c1,1.0,1.3,.,1.1,-18.0,-2.6,7.9,.,2.0,-1.1
Cc1ccccc1OCc1nc2ccc(S(=O)(=O)N3CCOCC3)cc2[nH]1,-1.7,3.7,.,-0.5,-13.9,-1.8,6.4,-3.5,4.7,-0.1
COC(=O)Nc1nnc(/C=C/c2ccc(OC)cc2)s1,5.2,6.3,5.2,-0.9,12.3,-2.6,-4.3,8.8,3.1,0.4
COc1cc2oc3ccccc3c2cc1N(CC(=O)N(C)C)S(=O)(=O)c1ccc(C)cc1,3.4,-1.7,26.6,-1.2,0.3,-1.2,-2.8,.,1.7,2.0
COc1ccc(CC(=O)NCc2ccccc2Cl)cc1S(=O)(=O)N1CCOCC1,1.1,-1.0,-9.6,2.7,-5.0,-0.9,-3.9,-5.3,2.2,-0.9
COc1ccc(NC(=O)Cc2nnc(SCC(=O)c3ccc(F)cc3)n2C)cc1,2.2,0.3,-8.1,-1.1,-14.5,-0.8,11.2,0.2,0.1,-0.5
CCCCCOC(=O)c1cc(=O)[nH]c2ccccc12,2.9,3.8,-50.2,-0.8,-6.7,0.4,2.5,-1.0,2.3,-2.3
CC(C)N1CCN(Cc2cccc(-n3cccn3)c2)CC1CCO (stereo unspecified),1.0,-2.8,4.3,2.6,-19.5,-2.1,-7.9,-1.0,0.1,1.4
Cc1cccc(/C=N\NC(=O)c2csnn2)c1,4.0,4.4,0.6,-2.6,6.3,-0.2,1.9,12.6,3.7,-2.8
c1cc(CCCc2ccncc2)ccn1,2.8,-7.3,1.9,1.2,-8.5,-0.2,10.7,0.6,0.1,-1.8
CCCCn1c(=S)[nH]c2cc(S(=O)(=O)N3CCCCC3)ccc21,1.7,18.4,9.3,1.9,-4.2,-2.3,-8.7,-10.7,2.1,-1.8
CCOC(=O)N1CCN(C(=O)c2c(-c3c(Cl)cccc3Cl)noc2C)CC1,3.9,-5.0,6.1,1.6,-15.5,-3.3,-1.1,-0.9,-1.4,-0.7
Cc1nnc(SCc2ccccc2C#N)n1-c1ccccc1,-1.6,12.4,11.6,-1.1,-18.1,.,-3.0,.,0.3,-0.7
O=C(CSc1ncccn1)NCc1ccc2c(c1)OCO2,-0.1,-25.5,19.2,1.1,-13.2,-1.2,-3.7,-2.5,1.8,1.6
CCCS(=O)(=O)N1CCN(Cc2ccco2)CC1,2.9,2.4,-11.7,-0.1,-16.6,.,-13.3,-0.5,-0.9,2.5
COc1ccc(-c2noc(CCC(=O)N3CCN(c4ccc(C(F)(F)F)cc4)CC3)n2)cc1,1.9,-0.1,-14.6,0.7,-1.4,1.9,-4.5,-1.5,2.2,-2.4
Cc1cccc(CC(Cc2nc3ccccc3[nH]2)c2nc3ccccc3[nH]2)c1 (stereo unspecified),2.6,8.5,-7.9,2.1,-16.4,-3.0,-22.6,.,-1.0,-1.3
Cc1c(NS(=O)(=O)c2ccc(N=NN(C)C)cc2)c(=O)n(-c2ccccc2)n1C,1.3,3.9,-15.5,0.7,-8.3,-0.3,-0.3,-0.7,1.7,-1.0
C[C@H](C(=O)NCc1ccccc1)C(=O)c1ccccc1,0.6,12.5,2.1,-0.4,4.3,0.7,-13.5,-2.2,-2.1,-0.6
COc1ccc(C(=O)NCCc2nnc(SCC(=O)Nc3ccc(Br)cc3)n2C)cc1,1.2,-3.9,-6.3,1.7,-5.6,-3.2,-4.7,.,0.1,3.6
CC(=O)Nc1cccc2c1OCCO2,-2.2,-3.5,.,0.7,-12.5,-1.0,7.0,0.9,0.8,-1.1
S=c1[nH]nc(Cc2ccc(Cl)cc2)n1-c1ccc2c(c1)OCCO2,5.6,-0.5,-4.7,1.0,-12.0,-0.3,-9.9,-2.1,4.3,-3.0
CC(C)(C)OC(=O)N1CCN(C(=O)OCC2c3ccccc3-c3ccccc32)CC1C(=O)O (stereo unspecified),0.3,2.5,8.5,-0.5,0.8,0.3,5.0,-0.6,3.0,0.8
COC(=O)c1cc2c(cc1N)OCCO2,0.2,41.1,-23.3,-0.8,4.7,-0.3,-10.1,7.0,0.8,-1.5
COc1ccccc1C(=O)Nc1ncc2c(n1)CC(c1ccco1)CC2=O (stereo unspecified),1.8,7.6,-13.7,0.6,-13.1,-3.1,-6.4,-4.1,2.2,-9.7
O=C(NCc1ccco1)c1scc2c1OCCO2,2.4,-8.3,-0.1,-0.4,-11.4,-4.1,-4.3,.,2.7,1.5
CCOC(=O)c1nnc(-c2ccc(C)cc2)nc1Sc1ccccc1Cl,3.3,15.4,.,-2.6,7.0,0.1,-12.0,-1.3,-2.2,-0.5
CCOC(=O)C1CCCN(CC(O)COCc2ccccc2OC)C1 (stereo unspecified),0.7,0.9,-5.8,-0.5,-5.4,0.2,-4.5,-0.2,3.0,-0.9
Cn1c(O)c(N=NC(=O)CNC(=O)c2ccccc2)c2ccccc21,2.5,3.1,-1.8,-0.4,-11.7,-2.5,0.8,0.5,3.3,0.7
O=C(O)COCC(=O)NCc1nc(-c2ccc(C(F)(F)F)cc2)no1,3.0,-7.3,-2.0,-3.8,-7.8,0.0,0.8,0.2,-0.1,.
O=C(/C=N/NC(=O)c1ccccc1Br)c1ccccc1,0.7,14.4,.,1.3,1.7,-2.8,4.5,11.3,4.0,1.0
CCN(CC)c1ccc(S(=O)(=O)N2CCOCC2)cc1NC(=O)CSc1nnc(N)s1,-1.4,34.8,0.5,0.3,9.5,-3.5,-11.9,-1.0,0.0,-2.4
CCN(CC)CCNC(=O)Cn1nc(Cc2ccccc2)c2ccccc2c1=O,-0.6,-5.6,-7.5,-1.1,-10.1,-2.6,4.3,.,1.1,1.7
O=C(O)c1ccc[nH]c1=S,0.4,-2.0,22.3,0.5,-6.6,-0.2,-6.7,-1.5,0.5,-0.4
COc1ccc(CCNC(=O)CSc2nnc3ccc(-c4cccnc4)nn23)cc1,0.7,-6.0,8.9,-0.6,-7.0,-2.0,-4.8,6.8,3.7,-2.0
C/C(=N/NC(=O)c1nnn(-c2nonc2N)c1COc1ccccc1)c1ccccc1,5.8,-1.9,-11.6,1.4,-4.0,-2.0,-2.1,1.6,2.6,-2.5
CSc1nc2ccc(NC(=O)C3=NN(c4ccccc4)C(=O)CC3)cc2s1,-0.3,13.1,3.9,-0.1,12.0,-3.2,0.1,4.2,0.5,-3.8
Cc1[nH]nc(-c2ccc(O)cc2O)c1-c1ccc(Cl)cc1,1.1,40.7,-4.2,0.9,7.1,-1.5,-0.3,.,5.4,-0.1
COC(=O)Nc1ccc(S(=O)(=O)N2CCCC(C(=O)NC3CCS(=O)(=O)C3)C2)cc1 (stereo unspecified),3.9,-4.9,-60.3,0.9,-5.5,-0.5,-7.7,-5.7,2.1,-0.5
Cc1cc(O)c(C(C)C)cc1NC1=NS(=O)(=O)c2ccccc21,1.6,5.0,-4.5,0.0,5.0,-0.6,-4.8,-1.7,1.4,-2.1

# (more compounds)
SMILES,AddAB inh,Rtt109 HAT inh,PfHsp90 set2,Ecoli viability,PvdQ inh,CAL PDZ inh,Tat export inh,Wnt act,phage Ecoli inh,DAGLB inh
CC(C)n1nc(C(=O)Nc2ccc3c(c2)OCO3)c2ccccc2c1=O,-0.1,2.3,-2.7,-1.4,-6.5,-2.3,-2.0,9.2,1.5,3.9
CSCCNCc1cn(-c2ccc(F)cc2F)nc1-c1ccccc1C,5.1,-9.3,.,-0.5,-16.6,-3.2,-15.8,-0.6,4.4,-2.9
CN(C)C/C(Cl)=C(\Cl)c1ccccc1,0.0,10.2,2.1,-3.2,-18.7,.,6.0,-2.3,1.2,-2.1
CCCn1c(=O)n(C)c(=O)c2c(SCC(=O)NC34CC5CC(CC(C5)C3)C4)nc(CC(C)C)nc21,3.0,-1.0,-29.5,-3.5,-6.9,-6.0,-10.8,-4.2,1.1,0.3
Cc1ccc(C)c(OCCC(=O)NCCc2ccc(Cl)cc2)c1,3.5,10.1,-24.7,0.2,1.3,-1.3,1.5,1.7,1.6,-6.0
CCS(=O)(=O)c1ccccc1C(=O)NC1CCCc2ccccc21 (stereo unspecified),1.2,-2.0,-9.3,-0.1,3.6,-2.4,-5.5,-1.3,-1.4,-1.5
O=C(CCCn1nnnc1CN1CCOCC1)N1CCC(c2ccccc2F)C1 (stereo unspecified),.,-1.8,8.1,.,-7.9,-0.2,1.3,0.1,-0.3,-0.6
C=CC(=O)NC1CC2CCC1(C)C2(C)C (stereo unspecified),2.1,0.6,-9.9,0.2,-7.2,-0.3,3.0,-0.9,1.3,0.4
COc1ccc(CC(=O)c2c(O)cc(O)cc2O)cc1OC,-1.7,13.3,-25.3,-0.8,-9.5,-1.0,4.3,-0.9,1.9,8.8
Cc1ccc(/C=C2/NC(=O)[C@H](C)NC2=O)cc1,-1.0,13.9,4.2,-4.1,1.3,-0.5,-0.5,-0.6,1.8,0.2
